PGC1a acetyl inh – lowers PGC1a acetylation signal in U2OS cells; AlphaScreen anti-acetyl-lysine; with virally co-expressed GCN5 acetyltransferase; hit rate 0.17% among 350,000; inhibition, % at 15.6 µM;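 active = every replicate shows inhibition of at least 40%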;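 note: 0% = neutral control wells and 100% = positive control wells; some results beyond the cut were filed as inactive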
Cneo AK release – causes C. neoformans cell lysis | adenylate kinase release luminescence, 4 h; normalised: neutral wells 0, clomiphene wells 100 | lysis activity, % at 15 µM | hit rate 0.2% among 360,000 | AID 651654;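 active = mean lysis activity across replicates of at least 80%, whatever share of replicates individually reach that level; inactive = mean lysis activity below 80%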
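Material – Cryptococcus neoformans yeast cells · Quantity – 5 × 10^6 yeast cells/mL · Buffer or medium – YPD medium · Compound – single dose · Timing – 4 h static compound exposure, 37 °C, read 1 h post-reagent · Signal – adenylate kinase release luminescence · Read-out basis – lysis from increased AK signal · Benchmarks – Clomiphene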
Statin myotox sup – protects C2C12 myotubes from simvastatin toxicity. rescue of ATP level, % at 7.49 µM. hit rate 0.78% among 330,000. ATP luminescence, 48 h; scaled: DMSO 0, geranylgeraniol control 100;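 active = mean ATP rescue above about 67%, or every replicate alone reaching that limit, limit read from the data, passing the limit was not always enough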;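 note: myotubes were challenged with 10 µM simvastatin during compound exposure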
S100A4 inh HTS – blocks human S100A4 binding to myosin IIA peptide; P26447; S100A4/TAMRA-MyoIIA peptide fluorescence polarization; inhibition, % at 10.7 µM; hit rate 0.14% among 360,000; AID 652163;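 active = mean inhibition of at least 70% across replicates, with every replicate also reaching that level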
Target sequence (P26447 whole entry, looked up): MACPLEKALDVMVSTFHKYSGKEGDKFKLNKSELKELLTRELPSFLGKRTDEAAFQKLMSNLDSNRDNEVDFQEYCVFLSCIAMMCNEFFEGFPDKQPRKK
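System – human S100A4 monomer protein, biochemical binding assay · Buffer or medium – Calcium-containing HEPES buffer, pH 7.2 · Timing – 5 min between mix addition and reading · Also added – TAMRA-labelled myosin IIA heavy-chain peptide probe, 5 nM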
Xi reactivation – reactivates the inactive X chromosome in mouse fibroblasts; activation, % at 7.58 µM; XiGFP mouse fibroblasts, % GFP-positive cells imaging, 3 d; cells co-treated with 5-aza-dC sensitizer; scaled so ellipticine positive control = 100%; hit rate 0.055% among 360,000;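 active = mean normalized replicate activation at least 10% and every replicate at or above 10%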;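 note: 0% = median of on-plate neutral control wells and 100% = ellipticine 6 µM median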
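System: SV40-immortalized XiGFP fibroblast cells, line 68-5-11 / Incubation: 3-day compound exposure, then 15 min fixation at room temperature / Compound: single concentration per compound, delivered by pin transfer / Buffer or medium: DMEM plus 5-aza-dC sensitizer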
SIRT5 inh – sirtuin-5 (human) deacylase inhibition | Purified SirT5, succinyl-peptide AMC, trypsin-coupled fluorescence | inhibition, % at 15 µM | hit rate 1.1% among 330,000; in the data active = inhibition above about 15%
Target sequence (Q9NXA8 whole entry, looked up): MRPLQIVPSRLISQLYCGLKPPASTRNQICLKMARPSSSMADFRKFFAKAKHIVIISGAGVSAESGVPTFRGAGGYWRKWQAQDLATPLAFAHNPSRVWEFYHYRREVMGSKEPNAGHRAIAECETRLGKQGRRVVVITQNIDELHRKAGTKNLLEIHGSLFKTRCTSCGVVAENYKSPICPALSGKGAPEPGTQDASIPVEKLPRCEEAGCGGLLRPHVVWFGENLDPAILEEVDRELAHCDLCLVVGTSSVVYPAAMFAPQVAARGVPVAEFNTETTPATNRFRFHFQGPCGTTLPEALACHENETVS
LGR2 inh – Drosophila LGR2 receptor signaling inhibition; HEK293 LGR2, CRE-luciferase, bursicon-stimulated, 4 h; inhibition, % at 9.99 µM; hit rate 0.35% among 380,000; AID 720647;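 active = drop in luminescence signal, shown as inhibition above about 50% in the replicate tests, limit read from the data, passing the limit was not always enough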;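 note: agonist challenge used bursicon conditioned medium at about half maximal strength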
ERAP1 inh – inhibitors of human ERAP1 aminopeptidase. Q9NZ08. inhibition, % at 10.7 µM. recombinant ERAP1, Leu-AMC fluorescence, 60 min. hit rate 0.15% among 340,000. AID 652197;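 active = mean replicate inhibition of at least 30%, or all replicates individually reaching that 30% level; inactive = mean below 30% and not every replicate reaching it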;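 note: 0% = neutral control wells and 100% = L-leucinethiol positive control wells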
The depositor's hits bear a star; x = not tested or not shown; & = joins results of further samples. The list is partial; the hit share may differ from the screen's.

SMILES	PGC1a acetyl inh	Cneo AK release	Statin myotox sup	S100A4 inh HTS	Xi reactivation	SIRT5 inh	LGR2 inh	ERAP1 inh
CC1CCCN(S(=O)(=O)c2ccc(NC(=O)[C@@H]3CCCN3C(=O)c3cccs3)cc2)C1 (some centres undefined)	2	-1	7	-6	-0.1	0	2	-3
c1coc(-c2nc(-c3ccco3)c(-c3ccco3)nc2-c2ccco2)c1	6	-2	5	x	x	x	15	x
Cc1ccc(S(=O)(=O)Nc2ccc3c(c2)C(=O)N([C@@H](C)CO)C[C@H](C)[C@@H](CN(C)C(=O)Nc2ccccc2)OCCCC[C@@H](C)O3)cc1	0	-3	x	-6	-0.6	8	8	1
CCCCn1c(N)c(N(CCOC)C(=O)c2sc3cc(F)ccc3c2Cl)c(=O)[nH]c1=O	x	6	-5	-5	-0.1	-8	-4	2
C[C@H](CO)N1C[C@H](C)[C@H](CN(C)C(=O)NC2CCCC2)Oc2ncc(-c3cc4ccccc4o3)cc2C1=O	-12	16	10	-5	0.2	-2	9	-3
Cc1ccc(S(=O)(=O)Nc2ccc3c(c2)CC(=O)N([C@@H](C)CO)C[C@@H](C)[C@H](CN(C)S(=O)(=O)c2ccc(C)cc2)O3)cc1	-9	-1	95*	1	0.2	-2	-7	-2
C/C(CC(=O)Nc1ccc(Br)cc1)=N\NC(=O)Cc1csc(N)n1	5	-1	29	1	-0.1	0	-8	4
CCOCCOC(=O)C1=C(C)NC2=C(C(=O)CC(c3cccs3)C2)C1c1ccsc1 (centres undefined)	-3	0	9	x	x	x	2	x
Cc1c(C)n(C)c2ccc(C(=O)NCCCN(C)C3CCCCC3)cc12	-17	8	-11	4	0.1	0	1	-2
O=C(N/N=C/c1ccccc1Cl)c1[nH]c2ccc(Br)cc2c1-c1ccccc1	x	x	x	-1	0.0	2	-8	-1
CCOc1c(C=C(C#N)C#N)c2ccccc2n1CC	x	x	x	-2	0.7	-1	-6	5
COc1ccc(CNC(=O)c2cc(S(=O)(=O)N3CCCCC3)ccc2N2CCOCC2)cc1OC	3	-2	-5	-1	0.0	-1	-13	-3
Cc1nnc(SC(C(=O)c2ccccc2)c2ccccc2)[nH]c1=O (centres undefined)	2	x	x	9	0.1	-9	13	x
C[C@@H]1CCCCO[C@@H](CN(C)C(=O)C2CCCCC2)[C@@H](C)CN([C@H](C)CO)C(=O)c2cc(NS(=O)(=O)c3ccccc3)ccc2O1	15	0	-9	49	0.0	9	1	1
CCNC(=O)C[C@@H]1C=C[C@H](NC(=O)C2CCOCC2)[C@H](CO)O1	-1	58	-3	5	-0.6	-1	-1	1
CCCNC(=O)N1[C@@H](CO)[C@@H](c2ccccc2)[C@@H]1CNC(=O)c1ccc(F)cc1	4	1	20	x	-0.1	x	-8	x
COc1ccc(/C=C(\NC(=O)c2ccc(C)cc2)C(=O)NCCCN2CCOCC2)cc1OC	-1	8	4	-1	0.2	2	25	1
Cc1cccc(Nc2ccccc2C(=O)OCC(=O)NCc2ccco2)c1C	x	-3	2	7	x	-3	8	-1
Cc1[nH]n(S(=O)(=O)Cc2ccccc2)c(=O)c1N=Nc1ccccc1Cl	-8	-1	-12	-3	0.0	1	-7	0
Fc1ccc(CNc2nc3ccccc3n3cnnc23)cc1	-2	-1	-13	2	0.1	x	-1	x
Cc1ccc(C(=O)Nc2ccccc2OC(F)F)cc1	-3	-1	4	x	x	x	-8	x
O=C(N[C@H]1CC[C@@H](CCn2cc(C3(O)CCCC3)nn2)O[C@H]1CO)C1CCOCC1	-14	-1	-10	17	0.4	2	-4	-2
CC1(C)CC(=O)C2=C(C1)c1c(ccc3ncccc13)NC2c1cccs1 (centres undefined)	-5	0	6	x	0.1	x	-5	x
CC(O)[C@H]1CNCCN1CCc1cccc2ccccc12 (some centres undefined)	-3	1	9	-3	-0.1	x	-2	x
CCCCNc1nnc(CCn2nc(C)c(Br)c2C)s1	x	2	5	x	0.0	x	16	x
O=C(CC1C(=O)NCCN1C(=O)Nc1ccccc1)Nc1cc(Cl)cc(Cl)c1 (centres undefined)	x	0	-7	-1	-0.1	0	-32	-3
Cc1cccc2sc(NC(=O)C3CC3)nc12	x	0	-8	2	0.0	24*	-9	-1
COc1ccccc1NC(=O)N1CCCC1C(=O)NCc1ccc2c(c1)OCO2 (centres undefined)	-11	-2	1	x	x	x	-7	x
CCc1nn(CCCC(=O)N2CCN(c3ccc(OC)cc3)CC2)c(=O)c2cc3occc3n12	1	x	6	3	0.1	3	-5	-3
CCn1c(CNc2ccc(F)cc2)nnc1SCC(=O)Nc1ccc(OC)cc1OC	11	1	11	-4	x	-1	-9	0

Five compounds already listed, ordered by SMILES length, low to high.
SMILES	PGC1a acetyl inh	Cneo AK release	Statin myotox sup	S100A4 inh HTS	Xi reactivation	SIRT5 inh	LGR2 inh	ERAP1 inh
CCCCNc1nnc(CCn2nc(C)c(Br)c2C)s1	x	2	5	x	0.0	x	16	x
Fc1ccc(CNc2nc3ccccc3n3cnnc23)cc1	-2	-1	-13	2	0.1	x	-1	x
Cc1c(C)n(C)c2ccc(C(=O)NCCCN(C)C3CCCCC3)cc12	-17	8	-11	4	0.1	0	1	-2
COc1ccccc1NC(=O)N1CCCC1C(=O)NCc1ccc2c(c1)OCO2 (centres undefined)	-11	-2	1	x	x	x	-7	x
COc1ccc(CNC(=O)c2cc(S(=O)(=O)N3CCCCC3)ccc2N2CCOCC2)cc1OC	3	-2	-5	-1	0.0	-1	-13	-3

(cont.)
SMILES	PGC1a acetyl inh	Cneo AK release	Statin myotox sup	S100A4 inh HTS	Xi reactivation	SIRT5 inh	LGR2 inh	ERAP1 inh
COc1ccc(CC(=O)NC(C)c2nnc(SCCC(=O)Nc3ccccc3)n2C)cc1 (centres undefined)	-6	0	x	1	0.1	14	-8	-1
CCc1ccc(-c2nc(NC(=O)c3ccc(OCC(=O)Nc4ccc(F)cc4)c(OC)c3)sc2C)cc1	2	0	4	1	0.0	-6	3	27
CCc1cc2c(=O)c(-c3nc4ccccc4n3C)c(COCC(=O)O)oc2cc1O	7	-1	10	2	x	-2	20	8
CCCCCC(=O)N1C[C@@H](O)[C@H](n2cc(COC(=O)c3ccccc3)nn2)C[C@@H]1c1ccc(C)cc1	3	x	-16	-8	0.3	-1	-7	0
CC(C)(C)NC(=O)CN(C(=O)CCC(=O)Nc1nccs1)c1cccc(C(F)(F)F)c1	x	-1	5	0	0.0	0	-4	-3
O=C(CNC(=O)c1ccc(N2C(=O)c3ccccc3C2=O)cc1)OCC(=O)c1ccc(Cl)cc1	x	-1	x	20	0.0	4	26	3
COc1ccc(S(=O)(=O)N2CCNC(=O)CC2)cc1	x	0	23	-4	0.5	2	-2	2
COC(=O)[C@@]1(Cc2ccc(OC)cc2)[C@H]2c3cc(C(=O)N4CCCC4)n(Cc4ccc(C)o4)c3C[C@H]2CN1C(=O)c1ccccc1	x	x	x	-4	-0.1	x	8	1
O=C(CSc1ncccn1)NC(=O)Nc1ccc2c(c1)OCCO2	-3	-1	3	-2	0.3	-8	-41	2
O=C(NCCN1C(=O)S/C(=C\c2ccccc2F)C1=O)C1CC(=O)N(Cc2ccccc2)C1 (centres undefined)	-1	-1	4	-6	0.1	1	6	6
O=C(O)C1=C(C(=O)O)C2C=CC1C2	6	1	3	-4	0.1	4	0	-3
Cc1ccc(OCC(=O)NC(=S)Nc2ccc(Br)cn2)cc1	3	x	x	-1	0.0	-6	1	-1
CCCNC(=O)NC[C@H]1[C@@H](c2ccc(C3=CCCCC3)cc2)[C@H](CO)N1C(C)=O	4	-8	-12	4	0.0	10	-7	0
CN(CC(=O)Nc1ccccc1Cl)C(=O)c1ccccc1SCC(=O)N1CCCC1	x	0	-6	1	-0.6	0	-10	-1
COc1cc(S(=O)(=O)N(Cc2cccnc2)Cc2cccc(OC)c2OC)ccc1-n1cnnn1	3	-1	x	-3	-0.2	-6	7	1
CO[C@H]1CN(C)C(=O)c2ccc(NC(=O)Nc3cccc(Cl)c3)cc2OC[C@H](C)NC[C@H]1C	26	-2	-21	-6	0.1&-0.1	2	0	3
NC(=O)Cn1c(O)c(N=NC(=O)CNC(=O)/C=C/c2ccccc2)c2ccccc21	x	-2	12	8	0.0	1	1	-1
CCN1C(=O)[C@@H]2[C@@H](c3ccc(-c4ccc(Cl)c(Cl)c4)c(OC)c3)N3CCC[C@@]3(C(=O)OC)[C@@H]2C1=O	x	2	-21	-5	0.0	-2	12	2
Cc1ccc(NCCCn2ccc(NC(=O)OCc3ccccc3)nc2=O)cc1C	2	0	8	-1	0.0	2	-5	1
O=C(OCC(=O)c1ccc[nH]1)c1ccc([N+](=O)[O-])cc1	3	-1	-6	-1	0.0	-1	-3	0

Look-ups from above.
SIRT5 inh with O=C(OCC(=O)c1ccc[nH]1)c1ccc([N+](=O)[O-])cc1 is entered as -1
Cneo AK release with Cc1ccc(NCCCn2ccc(NC(=O)OCc3ccccc3)nc2=O)cc1C is entered as 0

Whole records, quoted from the list. Values in the order: PGC1a acetyl inh | Cneo AK release | Statin myotox sup | S100A4 inh HTS | Xi reactivation | SIRT5 inh | LGR2 inh | ERAP1 inh
`CCc1ccc(-c2nc(NC(=O)c3ccc(OCC(=O)Nc4ccc(F)cc4)c(OC)c3)sc2C)cc1` is listed as 2 | 0 | 4 | 1 | 0.0 | -6 | 3 | 27
`CN(CC(=O)Nc1ccccc1Cl)C(=O)c1ccccc1SCC(=O)N1CCCC1` is listed as x | 0 | -6 | 1 | -0.6 | 0 | -10 | -1
`CCc1cc2c(=O)c(-c3nc4ccccc4n3C)c(COCC(=O)O)oc2cc1O` is listed as 7 | -1 | 10 | 2 | x | -2 | 20 | 8

Remaining list, next part.
SMILES	PGC1a acetyl inh	Cneo AK release	Statin myotox sup	S100A4 inh HTS	Xi reactivation	SIRT5 inh	LGR2 inh	ERAP1 inh
CCCNC(=O)Cn1cnc2sc(C(=O)Nc3cc(OC)c(OC)c(OC)c3)c(C)c2c1=O	-7	x	-3	4	x	-1	-12	1
COc1ccc(/C=N\NC(=O)CCc2c(C)n[nH]c2C)c(OC)c1OC	x	-2	x	-8	0.2	-6	8	6
O=C(COC(=O)c1cccnc1Nc1ccccc1F)NC1CC1	3	x	x	-2	-0.1	1	x	-2
COc1ccc(S(=O)(=O)N(C)CC(=O)Nc2ccc3c(c2)OCCO3)cc1	x	x	x	5	0.1	1	-26	-7
NC(=O)COC(=O)c1cc([N+](=O)[O-])ccc1NCCO	9	-2	7	-5	0.0	4	7	-2
Nc1nc(N)c2cc(CNc3ccc(Cl)c(Cl)c3)ccc2n1	24	1	-86	3	-0.1	x	107*	9

Screening data (PubChem BioAssay)
